Source: PubChem (National Center for Advancing Translational Sciences (NCATS))
TDP43 rescue: inhibitors of TDP-43 toxicity in yeast | 410,000 tested, 1.8% active | Potency, µM (highest dose often 46.1 µM), without a hit: at the top dose growth rescue (activation), actives largely listed as activators | TDP-43 expressing yeast growth rescue, BacTiter-Glo, 24 h | AID 652104; further: potency means the concentration at half of the fitted maximal effect; % of control where 0% means no effect; nearly all actives have a fitted effect of over 50% in size
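Galactose-induced TDP-43 yeast, OD600=0.02, compound pinned; 24 hr, 30 deg C; BacTiter-Glo luminescence for growth. Inhibitors of TDP-43 toxicity read as activators.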
aSyn yeast inh: alpha-synuclein toxicity inhibition in yeast; Yeast expressing alpha-synuclein, growth rescue, BacTiter-Glo, 24 h; Potency, µM (highest dose often 46.1 µM), for inactives: top-dose growth rescue (activation), hits mostly activators; 370,000 tested, 0.14% active; further: potency means the concentration at half of the fitted maximal effect; % of control where 0% means no effect; nearly all actives have a fitted effect of over 65% in size
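Rescue of yeast growth: cells expressing toxic alpha-synuclein, induced in galactose at OD600 0.02, incubated with compound 24 h at 30 C. ATP luminescence quantified growth; inhibitors of toxicity appear as activators.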
PTHR1 ag: activates the human parathyroid hormone receptor PTHR1; Potency, µM (top dose mostly 115 µM), without a hit: at the top dose activation, usual class: activators; HEK293 GP2 PTHR1 cells, GloSensor cAMP luminescence, 1 h; Q03431; 410,000 tested, 0.075% active; further: potency means the concentration at half of the fitted maximal effect; nearly all actives have a fitted effect of over 55% in size; some results filed as inactive show a strong effect at the top dose; inactives centre near -15; many of its hits are not listed in these tables
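HEK-293-derived GP2 cells expressing PTHR1 and a GloSensor cAMP reporter, 3,000/well, plated overnight, given luciferin plus IBMX (each 0.5 mM as added) for 1 h at 37 °C, then compound for 1 h at 37 °C. Luminescence was read after 15 min at room temperature.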
GLP1R ag: agonists of human GLP-1 receptor. HEK293 GLP-1R CRE-luciferase, luminescence, 4-6 h; cells express a hypersensitive GLP-1R form. Potency, µM (doses to about 45.6 µM), inactives show at the highest dose activation, hits mostly activators. 380,000 tested, 0.007% active. P43220; further: potency means the concentration at half of the fitted maximal effect; % of control where 0% means no effect
Target sequence (P43220 whole entry, looked up): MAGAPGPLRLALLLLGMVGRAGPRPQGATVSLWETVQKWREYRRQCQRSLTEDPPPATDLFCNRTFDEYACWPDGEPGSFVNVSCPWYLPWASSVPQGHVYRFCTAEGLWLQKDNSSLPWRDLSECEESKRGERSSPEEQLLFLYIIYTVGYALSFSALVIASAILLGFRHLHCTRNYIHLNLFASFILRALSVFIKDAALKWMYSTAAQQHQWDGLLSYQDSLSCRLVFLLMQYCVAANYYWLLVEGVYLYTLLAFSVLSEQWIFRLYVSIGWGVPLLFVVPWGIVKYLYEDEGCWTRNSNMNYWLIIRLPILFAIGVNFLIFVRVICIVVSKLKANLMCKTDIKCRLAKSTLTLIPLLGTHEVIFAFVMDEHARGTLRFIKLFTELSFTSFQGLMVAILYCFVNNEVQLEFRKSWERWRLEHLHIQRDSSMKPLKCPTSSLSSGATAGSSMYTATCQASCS
GLP1R inv ag: acts as inverse agonist at human GLP-1 receptor; Potency, µM (top dose mostly 38.3 µM), for the others: top-dose activity change, negative = inhibition, actives largely listed as inhibitors; P43220; 410,000 tested, 1.6% active; AID 624417; HEK293 GLP-1R CRE-luciferase, luminescence, 24 h; GLP-1R form is constitutively active; further: potency means the concentration at half of the fitted maximal effect; on the % scale 0 is the no-effect control and ±100 the full control effect; nearly all actives have a fitted effect of over 55% in size
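HEK293 cells stably co-expressing constitutively active GLP-1R and a cAMP-responsive luciferase reporter were seeded in DMEM with 10% Nu serum, given compounds after 12 h, and incubated 24 h at 37 deg C. Luminescence was then read.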
D3 ag: agonists of human D3 dopamine receptor | 410,000 tested, 0.58% active | P35462 | D3R DiscoveRx beta-arrestin cells, luminescence, 90 min | max activation, %; in the data active means max activation above about 30%; further: 0% is about no effect; mostly tested at two doses, the higher about 12 µM
Target sequence (P35462 whole entry, looked up): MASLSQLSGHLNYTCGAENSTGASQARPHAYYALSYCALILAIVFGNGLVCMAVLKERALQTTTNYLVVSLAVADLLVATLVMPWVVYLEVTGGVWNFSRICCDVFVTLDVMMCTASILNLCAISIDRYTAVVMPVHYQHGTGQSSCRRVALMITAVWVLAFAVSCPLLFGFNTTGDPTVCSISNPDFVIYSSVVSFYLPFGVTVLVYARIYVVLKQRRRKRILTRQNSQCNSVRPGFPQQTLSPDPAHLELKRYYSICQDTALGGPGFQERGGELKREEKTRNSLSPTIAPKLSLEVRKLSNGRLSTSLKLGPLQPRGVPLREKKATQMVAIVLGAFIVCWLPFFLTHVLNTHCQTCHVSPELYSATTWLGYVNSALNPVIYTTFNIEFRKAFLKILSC
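Agonist-mode cell screen: cells plated at 1500/well and incubated overnight at 37 °C, then exposed to library compounds for 90 min at 37 °C. Detection reagent was added for 30–60 min at room temperature, and luminescence was read.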
KB-V1 MDR tox: KB-V1 MDR subline cytotoxicity; KB-V1 MDR cells viability, CellTiter-Glo, 72 h; Potency, µM (top dose mostly 46.1 µM), for inactives: at the top dose activity change, negative = cytotoxicity, hits mostly cytotoxic; 400,000 tested, 3.4% active; AID 1347076; further: potency means the concentration at half of the fitted maximal effect; on the % scale 0 is the no-effect control and ±100 the full control effect; nearly all actives have a fitted effect of over 60% in size
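Cells of the MDR subline KB-V1 are plated, dosed with compound at multiple concentrations, and incubated 72 h at 37 degrees C; CellTiter-Glo is then added and luminescence read after 10 min.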
HEK293 tox: cytotoxicity counter-screen for GLP-1 receptor inverse agonists. 410,000 tested, 0.13% active. HEK293 cAMP-luciferase reporter cells, luminescence, 24 h. Potency, µM (doses to about 38.3 µM), inactives show top-dose activity change, negative = inhibition, most hits filed as inhibitors;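 further: loss of luciferase light is scored as toxicity; potency means the concentration at half of the fitted maximal effect; on the % scale 0 is the no-effect control and ±100 the full control effect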
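Luminescence readout: signal drop marks cytotoxicity. Plated cells grew 12 h at 37 °C, 5% CO2, received 23 nL compound for 24 h, then got luciferase reagent, read after 12 min at RT.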
D3 antag: blocks the human D3 dopamine receptor. D3R cells, DiscoveRx beta-arrestin luminescence, antagonist mode; active compounds read low. max response, negative = inhibition, %. 360,000 tested, 2.5% active. AID 652054; in the data active means max response below about -50%; inconclusive means no clear call, values can overlap the other calls; further: on the % scale 0 is the no-effect control and ±100 the full control effect; mostly tested at two doses, the higher about 12 µM
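Cells plated overnight at 1500 cells/well, then exposed to library compounds with dopamine controls for 90 minutes at 37 degrees C. DiscoveRx reagent added for 30–60 minutes at room temperature; luminescence read, quantitative HTS format.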
* = called active by the depositor; i = inactive; ? = inconclusive; . = no result given; & = joins results of further samples; [ ] = another dose, or the depositor's remark. Unless noted, the call rests on the fitted dose curve; in most records, active means well fitted curve in the direction sought with a large enough effect; inconclusive means small, poorly fitted or top-dose-only effect, or another doubt; inactive means no such curve, though single readings can be large; an effect the other way counts as inactive or inconclusive.

molecule	GLP1R inv ag	D3 ag	TDP43 rescue	HEK293 tox	PTHR1 ag	aSyn yeast inh	D3 antag	GLP1R ag	KB-V1 MDR tox
CN(C(=O)c1cccc(NC(=O)Cc2cccc(NC(=O)C3CCN(C(=O)c4ccccc4)CC3)c2)c1)C1CCCC1	8%	-2	22%	-6%	i	5%	23	-2%	?
CCOC(=O)CSC1=C(C#N)C(c2ccc(C)cc2)C(C(=O)OC)C(=O)N1 (stereo not drawn)	1%	3	10%	-13%	-34%[inhibitor]	10%	-4	4%	-11%
Cc1ccc(S(=O)(=O)N(CCCN2CCCC2=O)Cc2cc3c(C)ccc(C)c3[nH]c2=O)cc1	5%	4	0%	0%	i	11%	21	2%	?
NC(=O)C1CCN(C(=O)CSc2ccsc2[N+](=O)[O-])CC1	5%	-4	-6%	0%	i	-6%	-1	-3%	?
COc1cccc(NC(=O)c2ccc(N3C(=O)C4CC=C(C)CC4C3=O)cc2)c1 (stereo not drawn)	-26%	-1	19%	1%	-43%[inhibitor]	9%	-9	5%	-7%
CCOCCCNC(=O)C(c1ccc(Cl)cc1)N1CCN(C(=O)c2ccco2)CC1 (stereo not drawn)	-26%	-2	-9%	5%	i	-1%	-29	-7%	-16%
C=CCOn1c(=O)c(-c2cc3ccccc3o2)[n+]([O-])c2ccccc21	0%	5	-27%	52%[activator]	-5%	-16%	12	-3%	-30%
CN(CC(=O)Nc1cccc(F)c1)C(=O)c1sccc1-c1ccccc1	?	8	14%	-17%	-19%	0%	3	10%	0%
COCCCNC(=O)CSc1nc2nc(C)c(Cc3ccccc3Cl)c(C)n2n1	13%	0	6%	2%	-9%	.	.	1%	-26%
CC(OC(=O)c1ccc(S(=O)(=O)NCc2ccco2)cc1)C(=O)Nc1ccc(Cl)cn1 (stereo not drawn)	13%	0	-10%	-6%	-72%[inhibitor]	0%	-13	2%	0%
COc1ccc(N2CCN(C(=O)CCC(=O)N3CCOc4ccc(Cl)cc43)CC2)cc1	?	0	16µM*	-21%	-25%	10%	-3	-1%	1%
C=CC(=O)Nc1ccc(Br)cc1	-12%	2	-11%	-13%	-25%	-29%	?	-7%	?
Cc1cc(Nc2ccccc2)n(C(=O)c2ccc(Cl)cc2)n1	-12%	3	-1%	4%	-4%[57.5 µM]	-30%	6	13%	0%
Cn1ccc2c(N3CCCC3)cc3c(c21)C1CCC3O1 (stereo not drawn)	27%	3	13%	4%	-24%	0%	-6	3%	19%
CCCn1c(SCC(=O)NC(C)(C)C)nnc1-c1ccco1	-11%	3	-6%	-6%	i	5%	0	3%	-2%
CC(C)N(Cc1ccccc1)S(=O)(=O)c1ccc(-c2cc(C(F)(F)F)on2)s1	?	3	3%	-1%	-21%	.	.	.	.
COCCCNCCOCCOc1c(OC)cccc1OC	-17%	-5	-11%	9%	i	-3%	0	3%	13%
N#Cc1c(C(F)(F)F)cc(-c2cccs2)nc1SC(C(=O)O)c1ccccc1 (stereo not drawn)	?	-14	-1%	-9%	-49%[inhibitor]	0%	-5	-1%	0%
CC(O)CO (stereo not drawn)	1%	-3&-7	6%	2%	22%	1%	-1	0%&-3%	?
COc1ccc(NC(=S)N2CCN(CCN3C(=O)c4cccc5cccc(c45)C3=O)CC2)cc1	2%[7.66 µM]	-6	-20%	15%[7.66 µM]	i	0%	-3	1%	-27%
Cc1cccc(C)c1N1C(=O)c2ccccc2NC(=O)C1C(=O)NCC(C)C (stereo not drawn)	3%	7	-6%	3%	1%	0%	27	.	0%
Cc1ccc(C(=O)N2CCCCCC2)cc1Br	?	-6	14%	-8%	-22%	-7%	-3	0%	?
COc1ccc(N2CCN(C(=O)CCNS(=O)(=O)c3ccc4c(c3)CCC(=O)N4)CC2)cc1	5%	10	-14%	2%	i	-4%	22	4%	0%
O=C(/C=C/c1ccccc1)Nc1cc(S(=O)(=O)N2CCOCC2)ccc1N1CCOCC1	1%	5	-22%	7%	i	-4%	2	4%	-5%
O=C(Nc1ccccc1)c1ccc(-c2ccccc2Cl)o1	?	-22	24%	-33%	-31%	1%	-14	24%	-10%
Cc1nc(CNS(=O)(=O)c2ccc3c(c2)CCCC3)cs1	-6%	2	22%	16%	i	1%	-3	-4%	-4%
COc1ccc(/C=C/C(=O)NC(=S)Nc2ccc(S(=O)(=O)Nc3cc(C)on3)cc2)cc1	45%[activator]	0	-18%	0%	-13%	-5%	-10	-1%	?
Cc1oc(-c2ccc(Cl)cc2)nc1CS(=O)CC(=O)NC1CCCCCC1 (stereo not drawn)	?	-2	0%	3%	-5%	16%	-5	11%	-29%
O=C(c1ccccc1F)N1CCN(c2ccc([N+](=O)[O-])c3ncccc23)CC1	41%[activator]	-1	?	-7%	-3%	9%	11	-1%	0%
CSc1nnc(Cn2c(=O)sc3ccccc32)n1-c1ccccc1	?	-5	9%	-17%	-20%	-2%	-25	11%	-16%
COc1ccc(CNC(=O)c2ccccc2SCC(=O)NCc2ccco2)cc1	13%	-17	8%	4%	i	-1%[1.84 µM]	9	-6%	-4%
Nc1c(C(=O)c2ccccc2)sc2nsc(SCCN3CCOCC3)c12	19%	7	12%	22%	i	7%	-9	10%	?
C#CNC(=O)C1(CC=C)CCNCC1	15%	28	7%	-7%	i	-9%	13	5%	?
CC(=O)c1ccc(Cc2cnc(N)s2)cc1	14%	-1	12%	0%	i	-2%	0	4%	-6%
Cc1cc(C)c(NC(=O)CSc2nc3ccc(NC(=O)CSc4nnnn4Cc4ccccc4)cc3s2)c(C)c1	-29%	5	-14%	1%	-3%[57.5 µM]	0%	20	-7%	6.5µM*
Cc1cc(-c2ccc(C)c(S(=O)(=O)NCc3ccc(Br)cc3)c2)on1	?	1	18µM*	-24%	-33%[inhibitor]	14%	4	9%	-10%
Cc1cc(C)cc(N2C(=O)CS(=O)(=O)C23C(=O)N(C)c2ccccc23)c1 (stereo not drawn)	12%	6	13%	2%	i	2%	.	5%	0%
O=C(O)c1ccc(/C=C/c2ccc3cccc(O)c3n2)cc1	73%[activator]	0	-9%	-7%	-28%	1%	-11	7%	-3%
C(=NNC1=NCCN1)c1ccnc2ccccc12	3%	0	3%	-14%	-24%	0%	13	-6%	3%
Clc1ccc(OCc2nc(-c3ccc(Br)o3)no2)cc1	-6%	-1	0%	3%	i	5%	-13	5%	1%
c1ccc(CNc2nc3ccccc3n3cnnc23)nc1	70%[activator]	2	11%	-4%	-21%	1%	2	19%	5%
Cc1ccccc1N1CCN(Cc2c[nH]c3ccccc23)CC1	?	-26	0%	?	4µM*	-9%	-86*	-2%	-8%
CC(C)CN1CCN(Cc2cccn2-c2ccc(Cl)cn2)CC1CCO (stereo not drawn)	?	-11	-31%[inhibitor][9.22 µM]	-1%	-29%	0%	-10	-1%	-26%
CCc1ccc2oc(-c3cccc(NC(=O)c4cccnc4)c3)nc2c1	-6%	5	29%	-18%	-13%[57.5 µM]	2%	20	2%	?
COc1ccccc1-c1cc(C(F)(F)F)nc(N2CCN(c3ccc(F)cc3)CC2)n1	17%	-7	-4%	3%	-15%	-1%	-12	10%	-42%
O=C(Nc1ccccc1C(=O)NCc1ccco1)c1ccccc1	?	-17	?	-5%	-44%[inhibitor][57.5 µM]	-15%	0	2%	-22%
COc1ccc(-n2c(Cc3cccn3C)nnc2SCC(=O)Nc2cccc(Cl)c2)cc1	?	1	0%	-6%	i	18%	-1	0%	0%
Cc1ccc2c(CN3CCN(c4ccc(Cl)cc4)CC3)cc(=O)oc2c1	-3%	-21	4%	1%	-10%	.	.	.	.
CC(C)Cn1c(=O)c2sccc2n2c(CCCC(=O)NCCc3ccc(Cl)cc3)nnc12	29%	-31	2%	2%	i	.	.	.	.
CC1(C)Cc2ccccc2C(/C(C#N)=N/O)=N1	30%[activator]	1	5%	-10%	-12%	0%	6	4%	0%

Later entries:
molecule	GLP1R inv ag	D3 ag	TDP43 rescue	HEK293 tox	PTHR1 ag	aSyn yeast inh	D3 antag	GLP1R ag	KB-V1 MDR tox
CC1=C(C(=O)N2CCOCC2)CC(CC(=O)NCC2CCCCC2)C(=O)N1Cc1ccccc1 (stereo not drawn)	1%	2	23%	-3%	-23%	3%	16	-7%	11%
COc1ccc(Cn2c(C(=O)O)c(CNC3CCCCCC3)c3ccc(OC)cc32)cc1	-24%	-12	-12%	-24%	-17%	.	.	-3%	?
O=C(NNS(=O)(=O)c1ccccc1Cl)C1COc2ccccc2O1 (stereo not drawn)	21%	-17	-21%	2%	-9%	-3%	-20	4%	.
NC(=O)C1CCN(C(=O)CC2(CC(=O)O)CCCCC2)CC1	-19%	-9	-14%	21%	-12%	-5%	-15	1%	-2%

Exported with values under each structure: entries from further up
Results follow in this order: GLP1R inv ag	D3 ag	TDP43 rescue	HEK293 tox	PTHR1 ag	aSyn yeast inh	D3 antag	GLP1R ag	KB-V1 MDR tox
CC1=C(C(=O)N2CCOCC2)CC(CC(=O)NCC2CCCCC2)C(=O)N1Cc1ccccc1 (stereo not drawn)
→ 1%	2	23%	-3%	-23%	3%	16	-7%	11%
COc1ccc(Cn2c(C(=O)O)c(CNC3CCCCCC3)c3ccc(OC)cc32)cc1
→ -24%	-12	-12%	-24%	-17%	.	.	-3%	?

A portion of the library, so the mix of outcomes need not match the whole.
